LYP inhibition: inhibitors of LYP phosphatase, biochemical, fluorescence intensity, uHTS (AID 1779); Tyrosine-protein phosphatase non-receptor type 22 (Homo sapiens); recombinant LYP phosphatase, fluorescence intensity; higher % means a stronger effect; one-dose inhibition, % at 11.5 µM; IC50 in µM for titrated hits; hit rate 0.054% among 290,000; in the data active = inhibition above about 50%;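 also: plate controls were vehicle with enzyme for no effect and no enzyme for full effect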
SV40 large T antigen: SV40 large T antigen inhibitors, biochemical (AID 1903). SV40 large T antigen ATPase/helicase inhibition assay; higher % means a stronger effect. inhibition, % at 20 µM; hits with a dose series show IC50 in µM. hit rate 0.39% among 310,000; in the data active = a potency from the dose series; also: strong numbers were not always called active
West Nile virus CPE: West Nile virus antiviral activity, cell-based, CPE readout (AID 1621); hit rate 0.02% among 290,000; West Nile virus-infected cells, CPE inhibition; higher % means a stronger effect; CPE inhibition, % at 10 µM, or IC50 in µM where a hit was titrated; in the data active = a potency from the dose series; also: strong numbers were not always called active
NS5 inhibitors: Dengue-2 NS5 methyltransferase inhibitors, primary screen, biochemical, confirmation dose response (AID 588689); Genome polyprotein (Dengue virus type 2 (strain 16681-PDK53)); Dengue-2 NS5 methyltransferase capping enzyme assay, biochemical; higher % means a stronger effect; one-dose inhibition, % at 25 µM; IC50 in µM for titrated hits; hit rate 0.3% among 340,000; in the data active = a potency from the dose series
Rac1 GTP hydrolysis: MgcRacGAP GTPase-activating activity inhibitors, confirmation, biochemical, ADP Hunter fluorescence; Rac GTPase-activating protein 1 (Homo sapiens); MgcRacGAP-stimulated Rac1 GTP hydrolysis, ADP Hunter fluorescence; higher % means a stronger effect; GST-tagged Rac1 F28L mutant substrate; one-dose inhibition, % at 30 µM; IC50 in µM for titrated hits; hit rate 0.6% among 340,000; AID 624330, 2012;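 active = first-screen hits whose inhibition reached a set limit at any dose in the follow-up dose series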;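 also: fluorescence reports GDP produced by GAP-driven GTP hydrolysis; strong numbers were not always called active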
GPR35 arrestin U2OS: GPR35 antagonists blocking zaprinast-driven arrestin recruitment, primary screen, imaging, U2OS, beta-arrestin-GFP, zaprinast agonist (AID 2058). U2OS GPR35 beta-arrestin-GFP translocation imaging, zaprinast antagonism; higher % means a stronger effect. hit rate 0.052% among 290,000. inhibition, % at 10 µM; hits with a dose series show IC50 in µM;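 active = inhibition of at least 50% with at least 30 cells and total cytoplasm GFP at most 10,000,000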
ER stress rescue: rescue of cells from ER stress-induced death, primary screen, 384-well, CSM14.1, thapsigargin, ATP luminescence (AID 1222); CSM14.1 thapsigargin-induced death rescue, ATP luminescence; higher % means a stronger effect; cellular ATP content (survival), % at 20 µM, or EC50 in µM where a hit was titrated; 190,000 tested, under 10 active;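 active = EC50 below 50 µM in the dose-response confirmation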;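 also: death triggered by thapsigargin at about 15 µM added after 2 h compound pretreatment; cell ATP read after overnight thapsigargin exposure of roughly 18 to 22 hours; normalized against plate controls of thapsigargin alone and 5% DMSO vehicle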
PhoP inhibition: inhibitors of PhoP regulon expression, primary screen, Salmonella Typhimurium, GFP reporter (AID 1863). inhibition, % at 50 µM, or IC50 in µM where a hit was titrated. S. Typhimurium PhoP-regulated promoter GFP reporter, 4 h; higher % means a stronger effect. hit rate 0.16% among 300,000;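 active = inhibition over 29.93%, a cutoff 3 SD above the screen mean, later confirmed by dose response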;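 also: 0% = low Mg2+ inducing control and 100% = high Mg2+ repressing control; strong numbers were not always called active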
RSV CPE inhibition: RSV antiviral activity via CPE protection, HEp-2 cells, primary 10 µM value included (AID 2391); HEp-2 cells, RSV-induced CPE inhibition; higher % means a stronger effect; CPE inhibition, % at 10 µM, or IC50 in µM where a hit was titrated; hit rate 0.13% among 310,000; in the data active = a potency from the dose series; also: strong numbers were not always called active
* hit, by the source's call.

Results for NC(CC(=O)OC1CCCCC1)C(=O)OC1CCCCC1 (centres undefined) ?
LYP inhibition: -4%; SV40 large T antigen: 0%; West Nile virus CPE: 0.9%; NS5 inhibitors: -6%; Rac1 GTP hydrolysis: -1%; GPR35 arrestin U2OS: 1%; ER stress rescue: 2.2%; PhoP inhibition: 0%; RSV CPE inhibition: 0.4%

Results for O=C(NCCc1cccnc1)C1CCC(=O)N(Cc2cccc(C(F)(F)F)c2)C1 (centres undefined) ?
LYP inhibition: -4%; SV40 large T antigen: 4%; West Nile virus CPE: 0.1%; NS5 inhibitors: -6%; Rac1 GTP hydrolysis: 3%; GPR35 arrestin U2OS: -9%; PhoP inhibition: 10%; RSV CPE inhibition: -0.6%

How did O=C1CC(Nc2ccccc2)C(=O)N1Cc1ccccc1 (centres undefined) do in these assays?
LYP inhibition: -10%; SV40 large T antigen: 2%; West Nile virus CPE: -0.5%; NS5 inhibitors: -8%; Rac1 GTP hydrolysis: 8%; GPR35 arrestin U2OS: 7%; ER stress rescue: 4.9%; PhoP inhibition: 6%; RSV CPE inhibition: 1.8%

Results for Cc1ccc(NC2c3ncccc3C(=O)N2Cc2cccs2)cc1 (centres undefined) ?
LYP inhibition: -7%; SV40 large T antigen: -3%; West Nile virus CPE: -0.4%; NS5 inhibitors: -21%; Rac1 GTP hydrolysis: 10%; GPR35 arrestin U2OS: 0%; ER stress rescue: 5.9%; PhoP inhibition: 7%; RSV CPE inhibition: 8.2%

Results for Cc1cc(C)n(CC(C)NCc2cn[nH]c2-c2cccc3ccccc23)n1 (centres undefined) ?
LYP inhibition: 2%; SV40 large T antigen: 15%; West Nile virus CPE: -0.3%; NS5 inhibitors: -5%; Rac1 GTP hydrolysis: 1%; GPR35 arrestin U2OS: -1%; ER stress rescue: 0.5%; PhoP inhibition: -4%; RSV CPE inhibition: -0.9%

Results for C/C(=N\NC(=O)c1cccc(N/N=C(\C)c2ccccc2)c1)c1ccccc1 ?
LYP inhibition: -11%; SV40 large T antigen: 9%; West Nile virus CPE: 0.1%; NS5 inhibitors: -5%; Rac1 GTP hydrolysis: 0%; GPR35 arrestin U2OS: 3%; ER stress rescue: -4.8%; PhoP inhibition: 0%; RSV CPE inhibition: 1.1%

Results for COC(=O)c1c(-n2c(C)cc(C=O)c2C)sc2c1CCCC2 ?
LYP inhibition: -6%; SV40 large T antigen: 17%; West Nile virus CPE: -0.6%; NS5 inhibitors: -2%; Rac1 GTP hydrolysis: -1%; GPR35 arrestin U2OS: -6%; ER stress rescue: 0.9%; PhoP inhibition: -7%; RSV CPE inhibition: 7.2%

What do the screens show for `CN1CCC(OC(=O)COc2ccc(Cl)cc2Cl)CC1`?
LYP inhibition: -6%; SV40 large T antigen: 5%; West Nile virus CPE: -0.7%; NS5 inhibitors: 0%; Rac1 GTP hydrolysis: 3%; GPR35 arrestin U2OS: -20%; ER stress rescue: -0.2%; PhoP inhibition: -4%; RSV CPE inhibition: 1.3%

How did CC(C)OC(=O)CSc1nnc(-c2ccc([N+](=O)[O-])cc2)o1 do in these assays?
LYP inhibition: -2%; SV40 large T antigen: 1%; West Nile virus CPE: 0.8%; NS5 inhibitors: -3%; Rac1 GTP hydrolysis: 2%; GPR35 arrestin U2OS: -3%; ER stress rescue: 1.6%; PhoP inhibition: 1%; RSV CPE inhibition: 0.1%

What do the screens show for `CC1CCc2c(C(=O)Nc3ccccn3)csc2C1` (centres undefined)?
LYP inhibition: -6%; SV40 large T antigen: 18%; West Nile virus CPE: 0.0%; NS5 inhibitors: -9%; Rac1 GTP hydrolysis: 0%; GPR35 arrestin U2OS: 13%; PhoP inhibition: -8%; RSV CPE inhibition: 4.2%

Results for CCOc1ccc(N=Nc2cc(C(C)C)ccc2O)cc1 ?
LYP inhibition: -2%; SV40 large T antigen: 10%; West Nile virus CPE: 0.1%; NS5 inhibitors: -2%; Rac1 GTP hydrolysis: 9%; GPR35 arrestin U2OS: -1%; ER stress rescue: -0.6%; PhoP inhibition: 2%; RSV CPE inhibition: 11%

How did COC(=O)c1sccc1S(=O)(=O)NCc1ccc(S(N)(=O)=O)cc1 do in these assays?
LYP inhibition: -7%; SV40 large T antigen: 6%; West Nile virus CPE: -0.3%; NS5 inhibitors: -6%; Rac1 GTP hydrolysis: 4%; GPR35 arrestin U2OS: -14%; PhoP inhibition: -3%; RSV CPE inhibition: 0.1%

Results for Cc1ccc(-n2[nH]c(C)c(C=Nc3ccc(S(=O)(=O)Nc4nccs4)cc3)c2=O)c(C)c1 ?
LYP inhibition: 1%; SV40 large T antigen: 8%; West Nile virus CPE: 0.2%; GPR35 arrestin U2OS: -4%; ER stress rescue: -0.9%; PhoP inhibition: -9%; RSV CPE inhibition: 0.0%

What do the screens show for `Cc1ccc(C)c(-n2ccnc2SCC(N)=O)c1`?
LYP inhibition: -8%; SV40 large T antigen: 13%; West Nile virus CPE: 0.1%; NS5 inhibitors: -1%; Rac1 GTP hydrolysis: 0%; GPR35 arrestin U2OS: -4%; ER stress rescue: -1.5%; PhoP inhibition: 2%; RSV CPE inhibition: -1.4%

What do the screens show for `COc1cc2c(cc1[N+](=O)[O-])n(C(C)C)c(=O)n2C(C)C`?
LYP inhibition: -6%; SV40 large T antigen: 6%; West Nile virus CPE: 1.1%; NS5 inhibitors: -4%; Rac1 GTP hydrolysis: 11%; GPR35 arrestin U2OS: -4%; ER stress rescue: -2.0%; PhoP inhibition: 7%; RSV CPE inhibition: -0.2%

How did COc1cccc(NC(=O)c2nc(SC)ncc2Cl)c1 do in these assays?
LYP inhibition: -11%; SV40 large T antigen: 5%; West Nile virus CPE: -0.1%; NS5 inhibitors: -1%; Rac1 GTP hydrolysis: 5%; GPR35 arrestin U2OS: -12%; PhoP inhibition: 4%; RSV CPE inhibition: 0.6%

How did CCOC(=O)c1sc(NC(=O)CN(CC)CC)c(C(=O)OCC)c1C do in these assays?
LYP inhibition: -3%; SV40 large T antigen: -8%; West Nile virus CPE: -0.7%; NS5 inhibitors: 0%; Rac1 GTP hydrolysis: 11%; GPR35 arrestin U2OS: -1%; ER stress rescue: 1.4%; PhoP inhibition: 3%; RSV CPE inhibition: -0.5%

What do the screens show for `COc1ccc(/C=N/n2c(-c3ccccc3)n[nH]c2=S)cc1`?
LYP inhibition: -4%; SV40 large T antigen: 17%; West Nile virus CPE: 0.2%; NS5 inhibitors: -6%; Rac1 GTP hydrolysis: 12%; GPR35 arrestin U2OS: 6%; PhoP inhibition: -1%; RSV CPE inhibition: 1.1%

Results for O=C(O)C1C2C=CC(C3CC23)C1C(=O)NCCc1ccccc1 (centres undefined) ?
LYP inhibition: 1%; SV40 large T antigen: 1%; West Nile virus CPE: 0.0%; NS5 inhibitors: 4%; Rac1 GTP hydrolysis: 13%; GPR35 arrestin U2OS: 3%; ER stress rescue: -0.5%; PhoP inhibition: -1%; RSV CPE inhibition: 0.8%

Results for CCCN(CCC)CCCNC(=O)c1ccc2c(c1)N(CC)C(=O)c1ccccc1S2=O (centres undefined) ?
LYP inhibition: -2%; SV40 large T antigen: -2%; West Nile virus CPE: -1.0%; NS5 inhibitors: -6%; Rac1 GTP hydrolysis: -3%; GPR35 arrestin U2OS: -6%; ER stress rescue: -1.9%; PhoP inhibition: 5%; RSV CPE inhibition: -0.2%

What do the screens show for `Cc1c(NC(=O)C2CCCCN2S(=O)(=O)c2ccc(Cl)cc2)c(=O)n(-c2ccccc2)n1C` (centres undefined)?
LYP inhibition: -3%; SV40 large T antigen: 4%; West Nile virus CPE: 0.1%; NS5 inhibitors: 0%; Rac1 GTP hydrolysis: 5%; GPR35 arrestin U2OS: -9%; PhoP inhibition: -3%; RSV CPE inhibition: 1.6%

How did COc1ccc(CC(=O)Nc2c3c(nn2-c2cccc(C)c2C)CS(=O)C3)cc1 (centres undefined) do in these assays?
LYP inhibition: -4%; SV40 large T antigen: 3%; West Nile virus CPE: 0.2%; NS5 inhibitors: -6%; Rac1 GTP hydrolysis: 9%; GPR35 arrestin U2OS: 15%; ER stress rescue: -0.3%; PhoP inhibition: -7%; RSV CPE inhibition: 2.3%

How did NC(=O)COC(=O)Cc1coc2cc3c(cc12)CCC3 do in these assays?
LYP inhibition: -8%; SV40 large T antigen: 4%; West Nile virus CPE: -0.1%; NS5 inhibitors: 4%; Rac1 GTP hydrolysis: -1%; GPR35 arrestin U2OS: -1%; ER stress rescue: -1.7%; PhoP inhibition: 8%; RSV CPE inhibition: -0.6%

How did Cc1cccc(C2NC(=O)c3c(sc(C)c3C)N2)c1O (centres undefined) do in these assays?
LYP inhibition: -4%; SV40 large T antigen: 10%; West Nile virus CPE: -0.1%; NS5 inhibitors: 0%; Rac1 GTP hydrolysis: 16%; GPR35 arrestin U2OS: 14%; ER stress rescue: -1.0%; PhoP inhibition: -4%; RSV CPE inhibition: 1.8%

What do the screens show for `COc1ccc(CNC(=O)C2CCC(CNc3nc(=S)[nH]c4ccccc34)CC2)cc1` (centres undefined)?
LYP inhibition: -3%; SV40 large T antigen: 0%; West Nile virus CPE: -0.6%; GPR35 arrestin U2OS: -8%; ER stress rescue: 0.2%; PhoP inhibition: 3%; RSV CPE inhibition: 7.9%

Results for Cc1ccc(S(=O)(=O)NNC(=O)c2snnc2C)cc1 ?
LYP inhibition: -2%; SV40 large T antigen: -6%; West Nile virus CPE: -0.1%; NS5 inhibitors: -7%; Rac1 GTP hydrolysis: 8%; GPR35 arrestin U2OS: 12%; ER stress rescue: -3.8%; PhoP inhibition: 5%; RSV CPE inhibition: 0.7%

How did N#Cc1ccccc1CSc1nc2ccc(NC(=O)c3ccccc3C(=O)O)cc2s1 do in these assays?
LYP inhibition: -2%; SV40 large T antigen: 15%; West Nile virus CPE: 0.2%; NS5 inhibitors: -1%; Rac1 GTP hydrolysis: 5%; GPR35 arrestin U2OS: 6%; ER stress rescue: 0.8%; PhoP inhibition: -9%; RSV CPE inhibition: 0.1%

Results for CCOC(=O)C1(CCOc2ccccc2)CCN(S(=O)(=O)N(C)C)CC1 ?
LYP inhibition: -5%; SV40 large T antigen: 2%; West Nile virus CPE: -0.6%; NS5 inhibitors: -3%; Rac1 GTP hydrolysis: 3%; GPR35 arrestin U2OS: 2%; PhoP inhibition: 5%; RSV CPE inhibition: 0.6%

3 entries already listed, ordered by molar mass, highest first.
How did COc1ccc(CC(=O)Nc2c3c(nn2-c2cccc(C)c2C)CS(=O)C3)cc1 (centres undefined) do in these assays?
LYP inhibition: -4%; SV40 large T antigen: 3%; West Nile virus CPE: 0.2%; NS5 inhibitors: -6%; Rac1 GTP hydrolysis: 9%; GPR35 arrestin U2OS: 15%; ER stress rescue: -0.3%; PhoP inhibition: -7%; RSV CPE inhibition: 2.3%

Results for Cc1ccc(S(=O)(=O)NNC(=O)c2snnc2C)cc1 ?
LYP inhibition: -2%; SV40 large T antigen: -6%; West Nile virus CPE: -0.1%; NS5 inhibitors: -7%; Rac1 GTP hydrolysis: 8%; GPR35 arrestin U2OS: 12%; ER stress rescue: -3.8%; PhoP inhibition: 5%; RSV CPE inhibition: 0.7%

Results for O=C(O)C1C2C=CC(C3CC23)C1C(=O)NCCc1ccccc1 (centres undefined) ?
LYP inhibition: 1%; SV40 large T antigen: 1%; West Nile virus CPE: 0.0%; NS5 inhibitors: 4%; Rac1 GTP hydrolysis: 13%; GPR35 arrestin U2OS: 3%; ER stress rescue: -0.5%; PhoP inhibition: -1%; RSV CPE inhibition: 0.8%
